# Screens as filed in PubChem.
# TEAD-YAP block: TEAD-YAP interaction inhibition; HEK-TIYL cells, TEAD-Gal4/YAP UAS-luciferase luminescence; inhibition, % at 9.12 µM; hit rate 1.4% among 640,000; AID 1259422; in the data active = inhibition above about 32%;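 also: 0% = median of test compound wells and 100% = reference inhibitor wells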
# GPR151 activ: activators of human GPR151 | hit rate 1% among 650,000 | Q8TDV0 | activation, % at 11.2 µM | AID 1508602 | PathHunter beta-arrestin GPR151 cells, luminescence; in the data active = activation above about 4.9%;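 also: 0% = median of compound wells and 100% = cells with positive control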
# FBW7 act: human FBW7 E3 ligase activation, primary screen | AlphaScreen FBW7–phospho-cyclin E peptide binding, activator screen | normalized activity (activation), % at 26.1 µM | hit rate 0.13% among 650,000 | AID 1259310; in the data active = normalized activity above about 1.9%;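 also: purified mutant Fbw7 with reduced substrate affinity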
# Target sequence (Q969H0 whole entry, looked up): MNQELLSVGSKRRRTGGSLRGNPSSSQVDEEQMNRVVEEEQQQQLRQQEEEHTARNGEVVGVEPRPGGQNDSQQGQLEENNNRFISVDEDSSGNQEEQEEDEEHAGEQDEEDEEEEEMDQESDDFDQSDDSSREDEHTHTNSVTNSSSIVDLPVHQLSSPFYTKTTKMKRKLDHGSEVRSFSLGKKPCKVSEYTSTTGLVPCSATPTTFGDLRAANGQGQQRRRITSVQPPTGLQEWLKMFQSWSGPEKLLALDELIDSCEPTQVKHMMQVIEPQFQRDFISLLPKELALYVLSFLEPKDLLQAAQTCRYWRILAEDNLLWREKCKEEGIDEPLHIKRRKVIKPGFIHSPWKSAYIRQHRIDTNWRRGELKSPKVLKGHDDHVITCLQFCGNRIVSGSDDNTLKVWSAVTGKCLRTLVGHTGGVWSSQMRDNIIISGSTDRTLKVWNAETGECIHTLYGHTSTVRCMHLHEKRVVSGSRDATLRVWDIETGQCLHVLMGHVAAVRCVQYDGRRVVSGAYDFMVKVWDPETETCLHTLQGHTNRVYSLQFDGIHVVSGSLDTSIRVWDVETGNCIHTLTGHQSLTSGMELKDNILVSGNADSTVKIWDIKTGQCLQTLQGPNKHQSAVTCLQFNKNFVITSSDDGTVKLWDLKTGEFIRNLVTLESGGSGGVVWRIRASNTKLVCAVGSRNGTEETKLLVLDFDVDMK
# MITF inh: blocks human microphthalmia-associated transcription factor. O75030. AlphaScreen MITF homodimerization, bead proximity signal. inhibition, % at 2.6 µM. hit rate 0.91% among 650,000. AID 1259374; in the data active = inhibition above about 50%;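 also: 0% = vehicle wells with protein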
# * = called active by the depositor.
SMILES,TEAD-YAP block,GPR151 activ,FBW7 act,MITF inh
CCC(CO)Nc1ccc2ncc(-c3cccc(C(N)=O)c3)n2n1 (stereo not given),-5,0.2,-0.5,-13
CCOC(=O)C(NC(=O)c1ccccc1)(Nc1ccc(S(=O)(=O)Nc2ncccn2)cc1)C(F)(F)F (stereo not given),-2,0.4,0.1,12
Cc1ccc(-c2nc3ccc(Br)cc3c(C(=O)OCC(=O)c3cccc([N+](=O)[O-])c3)c2C)cc1,-7,1.1,0.2,-15
CN1CCN(C(CNC(=O)C(=O)Nc2ccccc2Cl)c2ccc3c(c2)OCO3)CC1 (stereo not given),0,0.2,0.0,4
CC(=O)N/N=C(\C)CC(=O)Nc1ccc(Cl)cc1Cl,-3,0.4,-0.2,-11
CCOc1ccc2c(C)cc(=O)oc2c1C,-24,0.3,0.0,-10
CCN(CC)c1ccc(/C=N/NC(=O)c2ccc(F)cc2)c(O)c1,73*,-0.7,0.0,-5
CCSC1(SCC)N=C(N)C2(C#N)C(c3ccc(F)cc3)C12C#N (stereo not given),3,0.4,-0.1,9
COC(=O)c1ccc(NC(=O)CSc2nc3ccc(N4C(=O)c5cccc([N+](=O)[O-])c5C4=O)cc3s2)cc1,-12,-0.4,0.0,-7
CCCN(CCC)CCCNS(=O)(=O)c1ccc(OCC)c2ncccc12,10,-1.4,0.0,-2
COc1ccc(OC)c(-n2c(CNC(=O)c3ccco3)nnc2SCC(=O)Nc2cc(C)ccc2C)c1,-12,1.0,0.0,1
CCCn1cnc2sc(C(=O)Nc3c(C)cc(Br)cc3C)c(C)c2c1=O,9,-1.2,0.0,7
O=C(NCc1cc(Cl)cc(Cl)c1)c1cnc2ccccn12,-2,-0.2,-0.2,-6
COc1cc(-c2noc(-c3c(-c4ccccc4Cl)noc3C)n2)cc(OC)c1OC,-4,0.2,-0.2,3
CCOC(=O)c1ccc(N(CC)C(=O)OCC)c([N+](=O)[O-])c1,4,-0.7,-0.1,-13
CCOc1ccc(NC(=O)Cn2cnc3c(nnn3Cc3ccc(Cl)cc3)c2=O)cc1,10,1.4,-0.3,4
CC(=O)Nc1ccc(NC(=O)C2CC(=O)N(c3ccc(C)c(C)c3)C2)cc1 (stereo not given),2,0.1,0.4,5
CS(=O)(=O)N(CC(=O)N1CCC(C(N)=O)CC1)c1ccc(Cl)c(Cl)c1,4,0.3,-0.1,3
O=C(N/N=C/c1ccc(O)cc1)c1cccc(C(F)(F)F)c1,2,-0.7,0.4,17
O=C(CSc1ncc(-c2ccccc2)nn1)N=C1NC(=O)CS1,2,-1.6,0.2,25
Cc1ccc(-n2nc3c(c2NC(=O)c2ccc4c(c2)OCO4)CS(=O)(=O)C3)c(C)c1,-2,-0.3,0.7,21
COC(=O)c1cc(C(=O)OC)cc(N2C(=O)C3C4C=CC(C4)C3C2=O)c1 (stereo not given),-1,-0.4,-0.2,-8
CN(C)Cc1cc(CN(C)C)c(O)c(CCc2ccccc2)n1,-10,1.1,0.1,-2
COc1ccc(-c2oc3ncn4nc(-c5ccccc5)nc4c3c2-c2ccc(OC)cc2)cc1,-3,0.4,0.1,11
CC1(C)CC(=O)C2=C(C1)Nc1ccccc1N(C(=O)C1CC1)C2c1cccs1 (stereo not given),-6,0.8,0.0,-19

# Filtered by structure, the entries above with bromine (two)
SMILES,TEAD-YAP block,GPR151 activ,FBW7 act,MITF inh
Cc1ccc(-c2nc3ccc(Br)cc3c(C(=O)OCC(=O)c3cccc([N+](=O)[O-])c3)c2C)cc1,-7,1.1,0.2,-15
CCCn1cnc2sc(C(=O)Nc3c(C)cc(Br)cc3C)c(C)c2c1=O,9,-1.2,0.0,7

# (continued)
SMILES,TEAD-YAP block,GPR151 activ,FBW7 act,MITF inh
CC1(C)CC2CC(C)(CN2C(=O)c2ccco2)C1 (stereo not given),3,0.1,0.1,7
O=C1N/C(=C/c2ccc(O)c(Br)c2)C(=O)N1Cc1ccccc1F,-6,0.2,-0.1,-9
CCCc1cc(-c2onc(C)c2-c2ccc3c(c2)OCCCO3)c(O)cc1OC,-23,-1.0,0.2,-15
O=c1oc2ccccc2c2nc(-c3ccccc3)c(-c3ccccc3)nc12,-7,-1.7,0.3,16
COc1ccc(-c2noc(N3CCN(c4cccc(Cl)c4)CC3)n2)cc1OC,-9,2.0,-0.3,10
CCn1c(=O)c(C(=O)N/N=C(\C)c2c(O)c3ccccc3[nH]c2=O)c(O)c2ccccc21,2,1.0,0.0,-9
CCOc1ccc(N2CC(O)(c3ccc(F)cc3)[N+]3=C2CCCC3)cc1 (stereo not given),-5,-0.2,-0.1,-9
CC(=O)c1cccc(-c2nc(NCc3cccc(C(F)(F)F)c3)c3ncn(CCN4CCCC4=O)c3n2)c1,-1,-1.3,0.1,-5
COc1cc(C(=O)NCCN2CCOC(c3ccccc3)C2)cc(OC)c1OC (stereo not given),-2,0.5,0.0,12
Nc1ccc(C(=O)OCC(=O)N2c3ccccc3Sc3ccccc32)cc1[N+](=O)[O-],4,-0.1,0.0,-3
COc1ccc(-c2cc(C(F)F)n3ncc(C(=O)Nc4cnn(C)c4C)c3n2)cc1,0,-1.2,0.0,3
Cc1nc(NC(=S)NC(=O)c2cccs2)ccc1I,-24,0.9,-0.1,18
O=C(CCN1Cc2ccccc2OC(c2ccccc2)C1)NCc1n[nH]c2c1CCC2 (stereo not given),3,0.4,0.2,14
COc1ccccc1/C=C1\SC(=S)N(C(CC(=O)O)C(=O)O)C1=O (stereo not given),-5,-0.4,-0.4,-6
CCCNC(=O)c1cccc(NCc2cccnc2)n1,-14,1.6,0.3,11
O=C(Nc1ccc(N2CCOCC2)cc1)c1ccc2nc(-c3cccs3)sc2c1,1,1.1,-0.1,55*
CN(Cc1ccc(F)cc1)C(=O)CC1C(=O)NCCN1CC1CCCCC1 (stereo not given),7,0.8,0.1,6
O=C(CSCc1ccccc1Cl)NC1CCCCC1,-31,0.1,0.0,6
CN(c1ccccc1)S(=O)(=O)c1ccc2c(c1)CCN2S(C)(=O)=O,-5,0.7,-0.1,1
COc1ccc2nc(N3CCC(NCc4c(F)cccc4F)CC3)nc(C)c2c1,7,-0.3,0.4,13
COC(=O)c1cc(CNC(=O)CC(C)(C)C)cc(NS(=O)(=O)c2cccs2)c1,11,-0.1,0.1,4
O=c1[nH]c2c(c(=O)[nH]1)C(c1cc([N+](=O)[O-])ccc1N1CCC(c3ccccc3)CC1)O2 (stereo not given),0,-0.9,0.4,5
COc1cc(/C=C2\N=C(c3ccc(Cl)c(Cl)c3)OC2=O)cc(Br)c1OC(C)=O,2,0.0,0.1,7
C#CCOc1cc(Br)c(/C=C/c2cc(C(F)(F)F)[nH]c(=O)n2)cc1OC,3,0.8,0.1,-1
O=c1c2sccc2nc(SCc2c(F)cccc2Cl)n1CCc1ccccc1,2,1.0,0.0,15

# 18 consecutive compounds out of the list so far, for reference:
SMILES,TEAD-YAP block,GPR151 activ,FBW7 act,MITF inh
CCC(CO)Nc1ccc2ncc(-c3cccc(C(N)=O)c3)n2n1 (stereo not given),-5,0.2,-0.5,-13
CCOC(=O)C(NC(=O)c1ccccc1)(Nc1ccc(S(=O)(=O)Nc2ncccn2)cc1)C(F)(F)F (stereo not given),-2,0.4,0.1,12
Cc1ccc(-c2nc3ccc(Br)cc3c(C(=O)OCC(=O)c3cccc([N+](=O)[O-])c3)c2C)cc1,-7,1.1,0.2,-15
CN1CCN(C(CNC(=O)C(=O)Nc2ccccc2Cl)c2ccc3c(c2)OCO3)CC1 (stereo not given),0,0.2,0.0,4
CC(=O)N/N=C(\C)CC(=O)Nc1ccc(Cl)cc1Cl,-3,0.4,-0.2,-11
CCOc1ccc2c(C)cc(=O)oc2c1C,-24,0.3,0.0,-10
CCN(CC)c1ccc(/C=N/NC(=O)c2ccc(F)cc2)c(O)c1,73*,-0.7,0.0,-5
CCSC1(SCC)N=C(N)C2(C#N)C(c3ccc(F)cc3)C12C#N (stereo not given),3,0.4,-0.1,9
COC(=O)c1ccc(NC(=O)CSc2nc3ccc(N4C(=O)c5cccc([N+](=O)[O-])c5C4=O)cc3s2)cc1,-12,-0.4,0.0,-7
CCCN(CCC)CCCNS(=O)(=O)c1ccc(OCC)c2ncccc12,10,-1.4,0.0,-2
COc1ccc(OC)c(-n2c(CNC(=O)c3ccco3)nnc2SCC(=O)Nc2cc(C)ccc2C)c1,-12,1.0,0.0,1
CCCn1cnc2sc(C(=O)Nc3c(C)cc(Br)cc3C)c(C)c2c1=O,9,-1.2,0.0,7
O=C(NCc1cc(Cl)cc(Cl)c1)c1cnc2ccccn12,-2,-0.2,-0.2,-6
COc1cc(-c2noc(-c3c(-c4ccccc4Cl)noc3C)n2)cc(OC)c1OC,-4,0.2,-0.2,3
CCOC(=O)c1ccc(N(CC)C(=O)OCC)c([N+](=O)[O-])c1,4,-0.7,-0.1,-13
CCOc1ccc(NC(=O)Cn2cnc3c(nnn3Cc3ccc(Cl)cc3)c2=O)cc1,10,1.4,-0.3,4
CC(=O)Nc1ccc(NC(=O)C2CC(=O)N(c3ccc(C)c(C)c3)C2)cc1 (stereo not given),2,0.1,0.4,5
CS(=O)(=O)N(CC(=O)N1CCC(C(N)=O)CC1)c1ccc(Cl)c(Cl)c1,4,0.3,-0.1,3

# (more compounds)
SMILES,TEAD-YAP block,GPR151 activ,FBW7 act,MITF inh
CCOCCn1c(=O)c2c(nc3n(-c4cccc(Cl)c4)c(C)cn23)n(C)c1=O,-4,-0.2,0.2,0
NC(=O)CSc1nnc(CNc2cccc(Cl)c2)n1-c1ccc(Cl)cc1,-3,3.1,-0.2,-1
NC(=O)c1ccc(NC(=O)CN(C2CCCCC2)S(=O)(=O)c2ccc(F)cc2)cc1,-3,-1.3,0.2,14
CCOC(=O)c1cnn(-c2ccccc2)c1C1CCN(C(=O)OC(C)(C)C)CC1,-15,-0.3,0.3,-2
O=C1NC(=O)/C(=C/c2cc3c(cc2Br)OCO3)N1,-7,-0.3,-0.1,-4
CCOc1ccc(NS(=O)(=O)c2cc(C(=O)OC)n(C)c2)cc1,8,-0.1,0.8,4
CN(CC(=O)O)C(=O)c1ccc(S(=O)(=O)N2CCCCC2)cc1,15,0.7,-0.2,24
CC(C)(C)NCCOc1ccc(Br)cc1,-6,0.6,0.5,-12
O=C(NCCN1C(=O)C2C3C=CC(C3)C2C1=O)Nc1ccccn1 (stereo not given),-3,2.4,0.0,-6
O=C(Nc1cccc(Cl)c1)c1sc2ccccc2c1Cl,-46,1.1,-0.1,-8
CSc1nc2c(c(=O)n1CC1CCCC1)C1(CCCCC1)Cc1ccccc1-2,5,1.0,-0.1,1
O=C(NC1(C(F)(F)F)NC(=O)N(Cc2ccccc2)C1=O)c1ccccc1F (stereo not given),-8,-0.4,0.1,6
O=C(CSc1nc2cc(C(=O)NCC3CCCO3)ccc2c(=O)n1CC1CCCO1)c1ccccc1 (stereo not given),-3,-0.4,0.0,12
O=C(Nc1cc(Br)ccc1O)c1cc(-c2cccs2)on1,-44,1.5,0.0,4
CCOc1ccccc1NC(=O)CSc1nc2cccnc2n1C,0,0.2,0.0,8
COc1cc(C=O)ccc1OCCOCCOc1ccccc1F,13,-1.6,-0.3,-25
Cc1ccc(-c2ccc(=O)n(CCC(=O)N3CCN(Cc4ccccc4)CC3)n2)cc1,10,-0.2,-0.1,2
CCCN(CCC)CCNC(=O)c1cn(-c2ccc(OC)cc2)c(=O)c2ccccc12,4,-0.8,0.0,6
Cc1cc(NC(=O)C2(c3cccs3)CCOCC2)n[nH]1,11,1.6,0.1,2
O=C1C(=Nc2cccnc2)c2ccccc2N1CN1CCOCC1,8,-1.4,0.0,-1
c1ccc(CNc2nc(-c3ccccn3)cs2)cc1,8,-1.5,-1.5,36
N#Cc1ccc(NC(=O)COC(=O)C2Cc3ccccc3CN2C(=O)c2ccccc2)cc1 (stereo not given),4,-0.3,-0.1,4
O=C(CN1CCC(n2nnc3cc(F)ccc32)CC1)Nc1ccc2c(c1)CCC2,2,0.2,0.1,3
COc1cc(/C=N/N=C2\NC(=O)C(CC(=O)O)S2)ccc1O (stereo not given),-4,0.7,-0.1,5
COc1ccc(NC(=O)CSc2nnc(C(C)NC(=O)c3cccc(C)c3)n2C)cc1 (stereo not given),13,-0.2,0.4,12
Cc1sc2ncnc(SCCN3C(=O)c4ccccc4C3=O)c2c1C,0,0.1,0.1,1
COc1ccc([N+](=O)[O-])cc1NC(=O)/C(C#N)=C/c1ccc(-c2ccc(C(=O)O)cc2)o1,3,3.1,0.3,32
Cc1ccc(Nc2ccc([N+](=O)[O-])c3nonc23)cc1C,12,0.5,0.1,27
COc1ccc2c(c1)COC1(CCN(C(=O)Nc3ccc(C)cc3)CC1)O2,-5,0.9,0.3,-1
COc1ccc(C2/C(=C(/O)c3ccccc3)C(=O)C(=O)N2CCCN(C)C)c(OC)c1 (stereo not given),-3,0.8,0.5,-5
